High-throughput results deposited in PubChem by National Center for Advancing Translational Sciences (NCATS).
ALOX12 inh: ALOX12 (human) lipoxygenase inhibition | purified 12hLO, xylenol orange hydroperoxide absorbance | actives 1.1% (n = 580,000) | P18054 | AID 1671190 | Potency, µM (titrated, usually from 108 µM), without a hit: top-dose activity change, negative = inhibition, actives largely listed as inhibitors; note: potency is the fitted concentration of half-maximal effect; % is set by controls: 0 for no effect and ±100 for the full control effect
Target sequence (P18054 whole entry, looked up): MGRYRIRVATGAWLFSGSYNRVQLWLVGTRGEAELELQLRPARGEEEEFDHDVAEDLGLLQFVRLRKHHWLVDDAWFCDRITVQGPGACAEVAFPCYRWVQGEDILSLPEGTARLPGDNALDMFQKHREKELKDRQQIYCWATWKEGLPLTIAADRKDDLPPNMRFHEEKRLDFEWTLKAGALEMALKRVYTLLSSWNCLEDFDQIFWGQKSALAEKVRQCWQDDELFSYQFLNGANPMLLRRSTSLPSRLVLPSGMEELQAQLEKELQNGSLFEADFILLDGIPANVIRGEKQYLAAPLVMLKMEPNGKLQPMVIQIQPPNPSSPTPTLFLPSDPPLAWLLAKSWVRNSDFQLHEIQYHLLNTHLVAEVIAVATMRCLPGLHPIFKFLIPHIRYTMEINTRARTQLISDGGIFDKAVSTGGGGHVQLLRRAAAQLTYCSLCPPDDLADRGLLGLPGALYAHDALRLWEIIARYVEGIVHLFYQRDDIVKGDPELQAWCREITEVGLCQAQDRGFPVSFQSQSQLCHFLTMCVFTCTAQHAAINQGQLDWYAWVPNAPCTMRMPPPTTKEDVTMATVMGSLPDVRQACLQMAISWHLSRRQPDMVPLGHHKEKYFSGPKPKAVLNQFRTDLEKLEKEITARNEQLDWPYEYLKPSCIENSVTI
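Hydroperoxide product was detected by ferrous iron/xylenol orange as the 573 to 405 nm absorbance ratio. Arachidonic acid at 40 uM (final) was turned over for 30 min at room temperature by 150 nM human 12hLO, pH 7.0 Hepes buffer, after 15 min compound preincubation.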
LDHA block: LDHA (human) enzyme inhibition; purified LDHA, NADH/diaphorase-resazurin fluorescence; hits give low values; activity change, % (values are at about 110 or 230 µM); actives 0.15% (n = 480,000); in the data active = activity change below about -30%; inconclusive = mostly about -25% to -30%;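 note: plate controls were DMSO wells for no effect and wells without enzyme for full effect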
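Resorufin fluorescence (ex540/em590), read at 0 and 20 min after diaphorase/resazurin addition, reports the NADH left after a 5 min room-temperature reaction of 2 nM human LDH5 with 0.06 mM NADH and 0.2 mM pyruvate.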
D2 agonist: agonists of human D2 dopamine receptor; HEK293 T-REx D2 cells, calcium flux agonist mode; actives 0.53% (n = 340,000); P14416; AID 485358; activation, % at 2 µM;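 active = activation over 3 SD above normal in the single-dose calcium agonist read, cut at about 30% in these data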; note: 0% is about no effect
Target sequence (P14416 whole entry, looked up): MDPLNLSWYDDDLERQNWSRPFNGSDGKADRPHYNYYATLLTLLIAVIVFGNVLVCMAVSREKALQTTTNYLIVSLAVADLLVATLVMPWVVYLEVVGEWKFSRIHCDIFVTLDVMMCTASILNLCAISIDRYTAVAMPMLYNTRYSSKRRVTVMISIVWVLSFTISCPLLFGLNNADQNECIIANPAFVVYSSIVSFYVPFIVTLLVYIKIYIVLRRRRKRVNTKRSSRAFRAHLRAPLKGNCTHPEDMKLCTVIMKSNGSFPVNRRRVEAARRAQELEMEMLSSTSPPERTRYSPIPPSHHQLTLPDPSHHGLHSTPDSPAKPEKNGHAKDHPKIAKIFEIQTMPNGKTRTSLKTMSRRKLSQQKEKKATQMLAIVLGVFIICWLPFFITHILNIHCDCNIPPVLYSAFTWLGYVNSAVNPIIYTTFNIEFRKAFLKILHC
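Agonism scored from kinetic calcium signal (1 read/sec, 180 s) following compound pin transfer, after a 10 s baseline. Cells: HEK293 Trex line expressing inducible D2 receptor coupled to calcium, dye-loaded after overnight culture at 30 C.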
D2 antagonist: antagonists of human D2 dopamine receptor. actives 2% (n = 340,000). inhibition, % at 10 µM. HEK293 TREx D2 cells, calcium flux, dopamine EC80; in the data active = inhibition above about 30%; note: 0% is about no effect
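Compounds are added to dye-loaded, induced HEK293 T-REx cells coupled to calcium release via D2; after a 3 min kinetic read an EC80 dopamine stimulus is given and fluorescence is recorded for 3 more min.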
Vif-A3G inh: Vif-A3G binding inhibition. HeLa A3G-eYFP + Vif (tagged APOBEC3G with the HIV-1 protein that degrades it), YFP fluorescence, overnight. Q9HC16. actives 0.076% (n = 410,000). Potency, µM (titrated, usually from 46.1 µM), for inactives: at the top dose activity, negative = active, usual class: inhibitors;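 note: potency is the fitted concentration of half-maximal effect; % is set by controls: 0 for no effect and ±100 for the full control effect; nearly all actives have a fitted effect of over 60% in size; hits raise eYFP signal because A3G escapes Vif-driven loss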
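HeLa cells stably expressing Vif and C-terminally eYFP-tagged A3G, seeded overnight at 37 deg C, then exposed to compound by pintool overnight at 37 deg C. Rise in yellow fluorescence (Ex 488/Em 500-530, Acumen) marks blocked Vif-driven A3G degradation.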
Vif-APOBEC3F blk: blocks the Vif interaction with APOBEC3F; HeLa A3F-eYFP + Vif (tagged APOBEC3F with the HIV-1 protein that degrades it), YFP fluorescence increase; Potency, µM (series often up to 46.1 µM), without a hit: at the highest dose activity, negative = active; actives 0.2% (n = 390,000); note: potency is the fitted concentration of half-maximal effect; % of control where 0% means no effect; nearly all actives have a fitted effect of over 65% in size
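HeLa cells stably expressing A3F-eYFP plus Vif, plated and incubated overnight at 37 deg C, then exposed to compounds overnight at 37 deg C. Blocked degradation read as raised yellow fluorescence (Ex 488/Em 500-530).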
GRP78 ERSR act: induces the endoplasmic reticulum stress response in human glioma cells; AID 602332; Potency, µM, without a hit: at the highest dose activation, hits mostly activators; U87-MG GRP78 promoter luciferase reporter, 16 h; actives 0.02% (n = 420,000); note: potency is the fitted concentration of half-maximal effect; series mostly up to about 76 µM; % of control where 0% means no effect; nearly all actives have a fitted effect of over 35% in size
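Stably transfected U87-MG glioma cells carrying a GRP78-based luciferase sensor; 16 h compound incubation. Luminescence end-point read 10 min after Bright-Glo addition at room temperature.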
ERG Ets-DNA blk: inhibitors of human ERG Ets domain-DNA interaction; fluorescence polarization, His-ERG Ets domain / labelled DNA; Potency, µM (titrated, usually from 76.9 µM), for the others: at the top dose FP activity, negative = inhibition, usual class: inhibitors; actives 0.028% (n = 370,000); AID 624246; active = well fitted inhibition curve with a large enough effect in the polarisation, with a control signal flat; inconclusive = small, poorly fitted or top-dose-only effect, or effect the other way, or a change in a side signal; inactive = no such curve, though single readings can be large or run the other way; the % refers to the polarisation;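 note: polarization taken with two DNA probes labelled with fluorescein and Texas red; potency is the fitted concentration of half-maximal effect; % of control where 0% means no effect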
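His-tagged ERG Ets domain (1 uM in the protein solution; 300mM KCl, 50mM Tris-HCl, 1mM EDTA, 1mM DTT, pH 7.5) received compound, then a probe mix of 5 nM fluorescein-DNA and 100nM Texas-615-DNA. Fluorescence polarization was read for both dyes.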
RGS4 inh: inhibitors of human regulator of G protein signaling 4; P49798; Transcreener GDP fluorescence polarization, RGS4-accelerated GTP hydrolysis; Potency, µM (highest dose often 114 µM), for the others: at the top dose activity change, negative = inhibition, actives largely listed as inhibitors; actives 0.039% (n = 390,000); note: potency is the fitted concentration of half-maximal effect; % is set by controls: 0 for no effect and ±100 for the full control effect; nearly all actives have a fitted effect of over 75% in size; some results filed as inactive show a strong effect at the top dose
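MLSMR compounds (23 nl, pin-transferred) preincubated 10 min at room temperature with a 500nM (2x) first reagent, then RGS4 at 900nM (2x) plus Transcreener GDP mix added; fluorescence polarization (620/688 nm) read before and after 90 min at 30 °C.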
Numbers without * were called inactive; i = inactive; ? = inconclusive; · = no result given; & = joins results of further samples; [ ] = dose if it differs, or a comment. Unless noted, calls come from the whole dose curve; as a rule, active = well fitted curve in the direction sought with a large enough effect; inconclusive = small, poorly fitted or top-dose-only effect, or another doubt; inactive = no such curve, though single readings can be large; an effect the other way counts as inactive or inconclusive.

SMILES	ALOX12 inh	LDHA block	D2 agonist	D2 antagonist	Vif-A3G inh	Vif-APOBEC3F blk	GRP78 ERSR act	ERG Ets-DNA blk	RGS4 inh
CC(=O)c1ccc(NC(=O)CCc2nc3sc4c(c3c(=O)[nH]2)CCCC4)cc1	?	-4	0.5	1	-6%	-1%	0%	3%	-42%
Cn1ncc(Cl)c1C(=O)Nc1ccncc1	0%	-8	0.9	3	3%	·	-6%	7%	23%
CC1CCN(c2nc(/C=C/c3ccccc3)nc3ccccc23)CC1	-4%	5	0.2	-1	-3%	8%	1%	3%	-27%
Cc1nnc2c3ccccc3nc(Nc3ccc(F)cc3Cl)n12	-6%	-6	0.6	·	-1%	-3%	0%	9%	-10%
CC1CCN(S(=O)(=O)c2ccc3c(c2)c(=O)c(C(=O)NC2CCCC2)cn3C)CC1	-10%	-2	0.4	-4	-3%	3%	-5%	-4%	4%
CN(C)/C=C1\SC(=S)N(c2ccc(Br)cc2)C1=O	?	-1	11	9	-5%	-5%	-3%	130%[activator]	-33%
COC(=O)C1=C(C)NC(C)=C(C(=O)OC)C1C(=O)OCCN1C(=O)c2ccccc2C1=O	?	-5&-9	0.6	-8	-1%&2%	4%&0%	-2%&4%	0%&0%	-17%&31%
O=C(NCCCn1ccnc1)c1noc2c1CCc1ccccc1-2	17%	30	0.0	-11	-4%	-9%	-4%	-11%	-7%
Cc1cccc(C)c1NC(=O)CNC(=O)c1ccc(S(=O)(=O)NCc2ccco2)cc1	103%[activator]	-1	0.3	-2	-2%	2%	-1%	-7%	-48%
CCc1ccc(N2CC(C(=O)OCC(=O)Nc3ccc(C(C)=O)cc3)CC2=O)cc1 (stereo not drawn)	1%	-6	0.8	14	-5%	11%	3%	-3%	-1%
CCc1nnc(NC(=O)C(NC(=O)c2ccccc2Cl)C(C)C)s1 (stereo not drawn)	-11%	-6	·	·	0%	2%	-4%	-2%	-7%
CCCCN(CC)CCCNC(=O)c1cc2cc3ccc(OC)cc3nc2o1	-15%	-1	-0.3	-12	2%	5%	-6%	-8%	-39%
N=C1/C(=C/c2coc3ccccc3c2=O)C(=O)N=C2SC(c3ccco3)=NN12	·	-8	4.8	14	-2%	?	-2%	23%	-41%
CN1C(C)(C)CC(=NO)CC1(C)C	-5%	-13	·	·	0%	-8%	-1%	-10%	6%
c1ccc(Cc2cc(-c3ccccc3)on2)cc1	9%	2	-0.3	2	2%	-3%	5%	4%	-28%
CC(=O)Nc1ccc(S(=O)(=O)Nc2cc(-c3ccccc3)nn2C)cc1	i	-5	0.3	1	-1%	-9%	-3%	-5%	-53%
N=c1c2c(-c3ccccc3)c(-c3ccccc3)n(Cc3ccco3)c2ncn1Cc1ccco1	?	-2	4.3	17	-11%	·	2%	7%	-15%
CC1=C(C(=O)OC(C)C)C(c2cncc(-c3ccc(F)cc3)c2)C(C#N)=C(N)O1 (stereo not drawn)	-27%	-3	·	·	0%	2%	-2%	9%	-35%
COc1cccc(C(=O)NCCS(=O)(=O)NCC2CCCO2)c1 (stereo not drawn)	-6%	-11	-0.4	8	3%	2%	1%	-10%	-23%
CCN(c1ccc(OC)cc1)S(=O)(=O)c1nnc(NC(=O)c2ccc(C)cc2)s1	·	-6	·	·	9%	-13%	-1%	1%	21%
O=Cc1c(-c2ccc(Cl)cc2)oc2ccc(O)cc12	?	22	·	·	1%	-2%	5%	3%	-11%
CC(C)CN(C(=O)CN1CCN(c2ccc(F)cc2)CC1)c1c(N)n(CC(C)C)c(=O)[nH]c1=O	-9%	2	·	·	1%	5%	0%	·	17%
CC1(C)Cc2c(C#N)c(SCc3ccccc3)nc(N3CCOCC3)c2CO1	2%	2	0.0	24	1%	0%	-1%	5%	10%
O=C(Nc1ccc(F)c(Cl)c1)C1CCN(S(=O)(=O)c2ccc3c(c2)CCCN3C(=O)C2CCC2)CC1	?	-3	1.0	·	-8%	-1%	-1%	-2%	-7%
CCCc1cc(=O)n2[nH]c(SCc3ccc(Cl)cc3)nc2n1	-2%	2	-0.4	10	-2%	2%	-1%	-1%	7%
CCOC(=O)c1c(SCC(=O)Nc2nc3ccc(C)cc3s2)nc(=O)[nH]c1C	-4%	-3	0.3	·	-8%	-3%	-3%	0%	-4%
CN(Cc1cccc(Cl)c1Cl)C(=O)CCNC(=O)c1ccco1	?	-11	·	·	8%	-23%	0%	7%	3%
O=C(NCc1n[nH]c(=S)n1-c1cccc(C(F)(F)F)c1)c1ccc(S(=O)(=O)N2CCCCC2)cc1	?	-2	1.1	-11	1%	-28%	-3%	1%	-25%
CCN(CC)C(=O)C1=C(C)N(CCCN2CCCC2=O)C(=O)C(CC(=O)NCC2CCCCC2)C1 (stereo not drawn)	17%	1	·	·	3%	-1%	-3%	·	·
O=C1N=C(N2CCOCC2)S/C1=C\c1ccccc1OS(=O)(=O)c1ccccc1	?	-13	0.4	1	-4%	-7%	-1%	-6%	-6%

Look-ups from above.
O=C(NCc1n[nH]c(=S)n1-c1cccc(C(F)(F)F)c1)c1ccc(S(=O)(=O)N2CCCCC2)cc1 in ERG Ets-DNA blk: 1%
CC1=C(C(=O)OC(C)C)C(c2cncc(-c3ccc(F)cc3)c2)C(C#N)=C(N)O1 (stereo not drawn) in LDHA block: -3

The list goes on:
SMILES	ALOX12 inh	LDHA block	D2 agonist	D2 antagonist	Vif-A3G inh	Vif-APOBEC3F blk	GRP78 ERSR act	ERG Ets-DNA blk	RGS4 inh
Cc1ccc(-n2nnnc2SC(C)C(=O)Nc2ccc(Cl)cn2)cc1 (stereo not drawn)	-16%	7	0.8	-4	-1%	2%	-1%	·	-12%
Cc1ccc(C)c2sc(N3CCN(C(=O)c4ccco4)CC3)nc12	?	-7	0.6	·	-5%	-7%	-1%	7%	-14%
CC(C)c1cc(C(=O)Nc2cccc(C(F)(F)F)c2)no1	0%	-1	-0.1	12	-7%	-1%	8%	-3%	-12%
O=C(NCc1ccc(F)cc1)C1CCN(S(=O)(=O)c2ccc3c(c2)OCCCO3)CC1	-13%	0	-0.3	0	0%	2%	0%	·	5%
CCC(C)(C)NC(=O)CN(C(=O)CCC(=O)Nc1cc(C)ccn1)c1ccc2c(c1)OCCO2	-1%	-3	0.0	25	-5%	7%	-2%	5%	4%
O=C(Nc1ccc(S(=O)(=O)N2CCOCC2)cc1)c1ccc(Cl)c([N+](=O)[O-])c1	21%	-2	·	·	-8%	2%	?	1%	-40%[56.9 µM]
O=C(Nc1ccccc1N1CCN(C(=O)c2ccc(Cl)cc2)CC1)c1cc(Br)ccc1Cl	-6%	-5	-0.8	13	0%	-5%	-1%	-2%	23%
CC(Oc1cccc(Cl)c1)c1ccnc2nc(/N=C/N(C)C)nn12 (stereo not drawn)	-6%	-3	-0.3	2	2%	11%	-3%	5%	-2%
O=C(COC(=O)c1ccc2c(c1)OCCO2)Nc1cccc(S(=O)(=O)N2CCOCC2)c1	-4%	-9	1.0	-2	-2%	0%	0%	-12%	33%
Cc1ccc(OCC(=O)Nc2cc(-c3nn4c(C)nnc4s3)ccc2C)cc1	3%[57.4 µM]	-5	-0.1	2	1%	-3%	-3%	-6%	-20%
Cc1cc(C)c(/C=C/c2onc(C)c2S(=O)(=O)N2CCC(C(=O)Nc3ccc(Cl)c(C(F)(F)F)c3)CC2)c(C)c1	-20%	-18	1.5	·	9%	1%	-3%	-12%	-3%
CS(=O)(=O)N(CC(=O)Nc1ccccc1C(=O)NCc1ccccc1)c1ccc2c(c1)OCCO2	-24%	-9	1.6	-1	1%	-2%	2%	-3%	-29%
O=C(CCC(=O)N1CCOCC1)NCCc1ccc(F)cc1	352%[activator]	-5	0.4	-50	0%	-8%	1%	21%	-12%
CC(C)N(C)CCOC(=O)c1ccccc1Cl	7%	-14	-0.5	-3	-2%	1%	-3%	·	-9%
O=C(O)c1ccc(NS(=O)(=O)c2ccc3c(c2)C(=O)c2cc(S(=O)(=O)Nc4ccc(C(=O)O)cc4)ccc2-3)cc1	-2%	-10	-3.3	-5	-9%	-7%	-4%	9%	-5%
O=C(O)CSc1c(-c2ccccc2)c2cc(Cl)ccc2[nH]c1=O	-17%	-8	0.5	-14	2%	5%	-5%	-14%	?
CN(Cc1ccccc1)C(=O)COC(=O)c1ccc(-n2cnnn2)cc1	9%	-5	-1.0	0	1%	-12%	-5%	-2%	-5%
Cn1c(Cc2ccccc2)nnc1SCc1nc2ccccc2c(=O)[nH]1	-7%	-2	1.2	-5	-3%	-9%	-2%	6%	11%
CCN(CC)CC(=O)Nc1sc(C)c(C)c1C(=O)c1ccc(C)cc1	-1%	4	2.4	-7	-13%	-5%	-2%	2%	3%
CCc1nc2c(OCCc3cccc(OC)c3)cccn2c1N(C)C(=O)c1ccc(C)cc1	-8%	23	·	·	-4%	·	1%	·	·
O=C(NC1CC1)c1cc(-c2ccccn2)nc2ccccc12	0%	-4	0.0	-1	-1%	-1%	-7%	-2%	5%
Cn1nc(C(F)(F)F)c2cc(C(=O)Nc3ccc(C(F)(F)F)cc3)sc21	?	-1	0.4	-10	1%	-13%	-7%	4%	-17%
Cc1cc(C(=O)NCCCN2CCOCC2)n(-c2ccccc2)n1	10%	-2	-2.3	2	2%	1%	-4%	-11%	-17%
COc1ccc(Cl)cc1NC(=O)Cn1c(=O)c2ccccc2n2nncc12	-15%	2	0.2	·	-1%	0%	0%	-8%	-2%
O=C(O)c1coc2ccccc12	·	-6	1.1	5	-1%	-5%	-1%	2%	-40%

An excerpt; count on the stated rates, not on these rows.
